Sm TGR inh = S. mansoni TGR enzyme inhibition. Q962Y6. purified TGR, DTNB reduction, TNB absorbance 405 nm. Potency, µM (series often up to 114 µM), without a hit: at the highest dose activity change, negative = inhibition, hits mostly inhibitors. 3% of 360,000 active. AID 485364; note: nearly all actives have a fitted effect of over 60% in size
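Kinetic colorimetric format: TGR-catalysed, NADPH-driven DTNB reduction monitored via TNB absorbance. Enzyme dispensed at 20 nM; compound exposure 15 min at room temperature before reaction start.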
Tb PYK inh = T. brucei pyruvate kinase inhibition; Q57TT1; TbPYK enzyme, Kinase-Glo Plus ATP luminescence, 45 min; AID 624173; 0.12% of 410,000 active; Potency, µM (titrated, usually from 76.8 µM), for inactives: top-dose activity, negative = inhibition, usual class: inhibitors; note: nearly all actives have a fitted effect of over 50% in size
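Assay buffer: 50 mM TEA pH 7.2, 100 mM KCl, 10 mM MgCl2, 0.05% BSA, 0.01% Tween-20. Pyruvate kinase from T. brucei plus substrate met compound, then ADP (130 uM final). Luminescence was read post 45 min RT.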
* = called active by the depositor; ? = inconclusive; [ ] = dose if it differs, or a comment. Calls come from the whole dose curve; as a rule, active = well fitted curve in the direction sought with a large enough effect; inconclusive = small, poorly fitted or top-dose-only effect, or another doubt; inactive = no such curve, though single readings can be large; an effect the other way counts as inactive or inconclusive. % is set by controls: 0 for no effect and ±100 for the full control effect; potency is the fitted concentration of half-maximal effect. An excerpt; count on the stated rates, not on these rows.

#	smiles	Sm TGR inh	Tb PYK inh
1	O=C1c2oc3ccccc3c(=O)c2C(c2cccc(O)c2)N1Cc1ccc(F)cc1 (stereo unspecified)	2%	3%
2	COc1ccc(NC(=O)CCSc2nc(-c3ccc(OC)cc3)cc(C(F)(F)F)n2)cc1	1%	8%
3	COc1ccc(C(=O)NCC(c2ccc3c(c2)OCO3)N2CCN(c3ccc(F)cc3)CC2)cc1 (stereo unspecified)	5%	-7%
4	COc1ccccc1CNC(=O)c1oc2c(c1C)-c1nn(Cc3ccc(Cl)cc3)cc1CC2	-1%	-4%
5	O=C(NCc1nc2cccnc2n1Cc1ccc(F)cc1)c1ccccc1C(F)(F)F	-2%	0%
6	O=C(Cn1cnc2c(nc3n2CCCCC3)c1=O)Nc1ccc(F)c(Cl)c1	-16%	-2%
7	COC(=O)c1cc2sccc2n1CC(=O)Nc1ccc(C)cc1C	0%	-4%
8	Cc1ccc(NC(=O)C2CCCN(S(=O)(=O)c3cccc4cccnc34)C2)cc1Cl (stereo unspecified)	1%	1%
9	O=c1c2c3c(sc2n(Cc2ccccc2F)c(=O)n1-c1ccc(Cl)cc1)CCCC3	-4%	1%
10	CCc1ccc(NC(=O)CC2C(=O)N(c3ccc(OC)cc3)C(=O)N2Cc2ccc(OC)cc2)cc1 (stereo unspecified)	-8%	-3%
11	CC(C)CCNC(=O)c1c[nH]c2ccc(S(=O)(=O)Nc3cccc(C(F)(F)F)c3)cc2c1=O	8%	-5%
12	COc1cccc(NC(=O)Cn2c(=O)n(CC(=O)NCCc3ccccc3)c(=O)c3sccc32)c1	-3%	1%

Looked up above:
Value for COc1ccc(NC(=O)CCSc2nc(-c3ccc(OC)cc3)cc(C(F)(F)F)n2)cc1 in Sm TGR inh: 1%
Value for COc1ccccc1CNC(=O)c1oc2c(c1C)-c1nn(Cc3ccc(Cl)cc3)cc1CC2 in Tb PYK inh: -4%
Value for COC(=O)c1cc2sccc2n1CC(=O)Nc1ccc(C)cc1C in Sm TGR inh: 0%

New compounds follow:
#	smiles	Sm TGR inh	Tb PYK inh
13	CCOC(=O)c1cnc2cc(-c3ccc(Cl)cc3)nn2c1-c1ccccc1	1%	-1%
14	COc1cccc(N2CCN(C(=O)c3ccc(C)c(NC(=O)c4nsc5ccccc45)c3)CC2)c1	6%	-7%
15	CN(C(=O)CSc1nnc(-c2ccc([N+](=O)[O-])cc2)o1)C1CCCCC1	1%	-8%
16	Cc1ccc(S(=O)(=O)N2CCCc3cc(NC(=O)c4ccc(Cl)cc4)ccc32)cc1	8%	4%
17	COc1cc(CNC(=O)c2ccc3nc(Cc4ccccc4)oc3c2)cc(OC)c1OC	6%	-1%
18	CCN(C(=O)c1cn(CC)c(=O)c2cc(OC)c(OC)cc12)c1ccc(C)c(C)c1	-2%	3%
19	CC(=O)c1cccc(NC(=O)CCc2c(C)nc3nc(CN)nn3c2C)c1	-2%	9%
20	CCOC(=O)N1CCN(C(=O)Cn2ncc3c4ccccc4n(Cc4ccc(F)cc4)c3c2=O)CC1	12%	5%
21	COc1ccc(-c2nc(CSCC(=O)N3CCN(c4ccccc4F)CC3)c(C)o2)cc1	1%	0%
22	COc1ccc(Cl)cc1NC(=O)CCS(=O)(=O)c1nc(-c2cccs2)cc(C(F)(F)F)n1	-27%	-1%
23	Cc1ccccc1CNC(=O)c1ccc(NC(=O)c2nsc3ccccc23)cc1	25µM*	-12%
24	Clc1cccc(N2CCN(c3c4c(nc5nncn35)CCC4)CC2)c1	2%	2%

Overlap with the part before: 2 entries; new compounds follow.
#	smiles	Sm TGR inh	Tb PYK inh
23	Cc1ccccc1CNC(=O)c1ccc(NC(=O)c2nsc3ccccc23)cc1	25µM*	-12%
24	Clc1cccc(N2CCN(c3c4c(nc5nncn35)CCC4)CC2)c1	2%	2%
25	CCOC(=O)c1c(C)[nH]c(C)c1S(=O)(=O)N(C)CC(=O)Nc1cccc(C(F)(F)F)c1	2%	-6%
26	Cc1cc(F)ccc1Nc1nc2ccccc2n2nnnc12	4%	3%
27	O=C(Cn1ncc2c3ccccc3n(Cc3ccccc3)c2c1=O)NCc1cccs1	4%	4%
28	CCn1c(C(=O)N2CCC(C(=O)N3CCN(c4ccc(OC)cc4)CC3)CC2)cc2sccc21	-4%	-7%
29	COc1ccccc1CNC(=O)C(=O)NCC(c1ccco1)S(=O)(=O)c1cccs1 (stereo unspecified)	8.9µM*	5%
30	CC(=O)c1ccc(NC(=O)c2ccc3c(c2)nnn3C2CCCC2)cc1	8%	0%
31	CCOC(=O)c1cccc(NC(=O)C2CCN(c3nnc(C)c4c(C)n(-c5ccccc5)nc34)CC2)c1	7%	0%
32	CCCCNC(=O)C1CCN(S(=O)(=O)CCC)CC1	11%	3%
33	CC(=O)N1CCc2cc(CNC(=O)Nc3ccc(Br)c(C)c3)ccc21	3%	-6%
34	O=C(NCc1ccco1)c1ccc2c(c1)N(Cc1ccccc1)C(=O)c1ccccc1S2(=O)=O	7%	0%
35	Cc1ccc(-c2cn3c(n2)sc2cc(C(=O)N4CCCCC4)ccc23)cc1	-2%	-8%
36	Cc1ccc(CNS(=O)(=O)c2cnc(N)nc2)cc1	0%	-13%

(cont.)
#	smiles	Sm TGR inh	Tb PYK inh
37	O=c1ccc2cc(S(=O)(=O)N3CCCC3)ccc2[nH]1	0%	-1%
38	Cc1ccc2c(CC(=O)Nc3cc(C(F)(F)F)ccc3Cl)coc2c1C	12%	-6%
39	CCOc1ccccc1NC(=O)Cn1c(=O)n(Cc2ccccc2)c(=O)c2c1c1cc(C)ccc1n2C	-2%	2%
40	CC(C)(C)c1ccc(-c2nc3cc(NC(=O)c4cc5ccccc5o4)ccc3o2)cc1	2%	-29%
41	CCS(=O)(=O)N1CCc2cc(C(=O)Nc3ccc(Br)cc3F)ccc21	-8%	0%
42	CCN(C(=O)Cn1cc(S(=O)(=O)N2CCN(c3ccccc3F)CC2)c2ccccc2c1=O)c1ccc(C)c(C)c1	-6%	4%
43	Cc1cc(-n2ccnc(NCCc3ccc(S(N)(=O)=O)cc3)c2=O)ccc1Br	-3%	-7%
44	CCOC(=O)CCCCN(Cc1ccccc1F)S(=O)(=O)c1ccc(F)c(C(=O)Nc2cc(Cl)cc(Cl)c2)c1	0%	4%
45	Cc1cc(OC(C)C(=O)N2CCC(c3nc4ccccc4o3)CC2)ccc1Cl (stereo unspecified)	-3%	-1%
46	Cc1ccc(NC(=O)Cn2c(=O)n(Cc3nc(C)no3)c(=O)c3cc4c(cc32)OCO4)c(C)c1	2%	-8%
47	Cc1ccc(C)c(N2CCN(C(=O)C3CCN(c4nc(-c5ccc(C(C)C)cc5)no4)CC3)CC2)c1	3%	-2%
48	Cc1ccc(CNC(=O)c2c(-c3ccccc3Cl)noc2C)o1	?	-7%

Profiles as entered above.
Cc1ccc(NC(=O)C2CCCN(S(=O)(=O)c3cccc4cccnc34)C2)cc1Cl (stereo unspecified) is listed with Sm TGR inh: 1%; Tb PYK inh: 1%
O=C(NCc1ccco1)c1ccc2c(c1)N(Cc1ccccc1)C(=O)c1ccccc1S2(=O)=O is listed with Sm TGR inh: 7%; Tb PYK inh: 0%

Next part.
#	smiles	Sm TGR inh	Tb PYK inh
49	COc1cc(C(=O)Nc2ccc3oc(-c4ccccc4)nc3c2)cc(OC)c1OC	8%	-1%
50	CCc1cccc(-n2nnc(-c3nsc(NC(=O)c4cccc(OC)c4)n3)c2C)c1	-30%	-10%
51	Cc1ccc(N2CCN(C(=O)c3c(C)oc4nc(C)nc(N5CCCC5)c34)CC2)c(C)c1	28%	4%
52	CCC(CC)C(=O)N1CCc2cc(OC)c(OC)cc2C1COc1ccc2c(C)cc(=O)oc2c1 (stereo unspecified)	-1%	-4%
53	Cc1cccc(Cn2cc(S(=O)(=O)c3cccc(Cl)c3)c(=O)c3cc(F)c(N4CCOCC4)cc32)c1	4%	0%
54	COC(=O)c1ccccc1NC(=O)c1cnn(-c2ccc(F)cc2)c1-n1cccc1	-3%	7%
55	Cc1oc2c(c1C(=O)NCc1cccc(Br)c1)C1=NCCN1C=N2	-2%	-7%
56	CCOC(=O)c1c(NC(=O)c2cc(Cl)ccc2Cl)sc2c1CCCC2	?	-4%
57	CCOc1ccc(CNC(=O)C2CCCN(S(=O)(=O)N(C)c3ccc(F)cc3)C2)cc1OC (stereo unspecified)	2%	0%
58	CCOCCc1nnc(NC(=O)C(=O)c2cc(C)n(-c3ccc(C)c(C)c3)c2C)s1	-16%	1%
59	O=C(Nc1ccccc1Br)C(Cc1ccccc1)NS(=O)(=O)c1cccc2nsnc12 (stereo unspecified)	1%	3%
60	CCn1cc(C(=O)NCCc2ccccc2)c(=O)c2cc(S(=O)(=O)N3CCOCC3)ccc21	-7%	-8%

(next part)
#	smiles	Sm TGR inh	Tb PYK inh
61	Cc1scc(CN2CCN(c3ccccc3F)CC2)c1C	-1%	3%
62	Cc1ccc(CN2COc3cc(C)c4c(oc(=O)c5ccccc54)c3C2)cc1	-6%	-7%
63	COc1ccc(Br)cc1Cn1nnc(C(=O)Nc2cccc(SC)c2)c1N	1%	-5%
64	Cc1cc2c(cc1NS(=O)(=O)c1cccc(C#N)c1)n(C)c(=O)c(=O)n2C	0%	-15%
65	COc1ccc(CNC(=O)C(C(C)C)N2Cc3ccccc3C2=O)cc1 (stereo unspecified)	-1%	-1%
66	CCOc1ccccc1NS(=O)(=O)c1ccc2c(c1)CC(C)N2C(=O)C1CC1 (stereo unspecified)	3%	-22%
67	COc1cc(OC)cc(C(=O)Nc2cc(-c3nc4cc(Cl)ccc4o3)ccc2Cl)c1	2%	-1%
68	CCC(=O)Nc1ccc(CC)cc1-c1nc2ccccc2n(CC(=O)Nc2cccc(OC)c2)c1=O	0%	1%
69	Cc1c(Cl)cccc1NC(=O)CSc1nc(=O)n(Cc2ccncc2)c2c1CCC2	1%	-21%
70	COc1ccc(-n2c(SCC(=O)Nc3nnc(C)s3)nc3c([nH]c4ccccc43)c2=O)cc1	6%	-3%
71	O=C(CSCc1ccc(F)cc1)N1CCc2c([nH]c3ccccc23)C1c1ccc(F)cc1 (stereo unspecified)	10%	0%
72	Cc1ccc(CNC(=O)c2cccn2-c2nnc(N3CCCC3)s2)cc1	3%	-5%[15.4 µM]

(listing goes on)
#	smiles	Sm TGR inh	Tb PYK inh
73	CCc1cccc(NC(=O)C2CCC(CNS(=O)(=O)c3ccc(Br)s3)CC2)c1 (stereo unspecified)	-2%	1%
74	O=C(NCCc1ccccc1)c1ccc(Cn2c(SCc3ccccc3F)nc3cccnc32)cc1	-9%	4%
75	CCc1ccc(NC(=O)CSC2=Nc3ccccc3C3=NC(CC(=O)NCc4ccc5c(c4)OCO5)C(=O)N23)cc1 (stereo unspecified)	-13%	-2%
76	COc1cccc(NC(=O)Nc2cccc(-c3cn4cccnc4n3)c2)c1	11%	-4%
77	Cc1ccc(C(=O)Nc2ccc(Br)cc2)cc1S(=O)(=O)NCc1ccccc1	-1%	1%
78	CCOc1ccc(NC(=O)Cn2cnc3sc(C)c(S(=O)(=O)N4CCN(c5ccccc5OC)CC4)c3c2=O)cc1	-3%	-8%
79	CCc1ccc(S(=O)(=O)c2cnc3ccc(OC)cc3c2N2CCCC(C)C2)cc1 (stereo unspecified)	2%	3%
80	Cc1cc(C)c2c(=O)cc(C(=O)Nc3ccc(C)c(Cl)c3)oc2c1	-3%	3%
81	CCc1ccccc1Nc1nc2ccccc2n2cnnc12	13%	-9%
82	CCOc1ccccc1NC(=O)N1CCc2c(sc3c2CCCC3)C1c1ccccc1 (stereo unspecified)	1%	-3%
83	Cc1ccccc1C(=O)Nc1sc2c(c1C(=O)N1CCC(C)CC1)CCCC2	0%	3%
84	CCSc1nc2sc3c(c2c(=O)n1-c1ccc(C)cc1)CCCC3	-11%	5%

Further compounds follow:
#	smiles	Sm TGR inh	Tb PYK inh
85	CCOc1ccccc1NC(=O)C1CCN(S(=O)(=O)c2c(C)noc2/C=C/c2ccco2)CC1	-14%	-5%
86	CCc1ccc(S(=O)(=O)N(C(C)=O)c2ccc3oc4c(c3c2)CCCC4)cc1	2%	1%
87	COc1cccc(-c2n[nH]c3c2C(c2cccc(O)c2)N(C)C3=O)c1 (stereo unspecified)	-3%	0%
88	CCC(C)NC(=O)c1[nH]c2cc(OC)ccc2c1Sc1ccc(C)cc1 (stereo unspecified)	-7%	2%
89	COc1ccc(-n2nc3c(N4CCC(C(=O)NCCc5ccccc5)CC4)nnc(C)c3c2C)cc1	0%	-8%
90	CCOc1ccc(CN(C(=O)c2cc(=O)c3cc(Cl)ccc3o2)C2CCS(=O)(=O)C2)cc1 (stereo unspecified)	6%	3%
91	CNC(=O)COc1ccc(NC(=O)c2ccc(-c3nn(C)c(=O)c4ccccc34)cc2)cc1	8%	-4%
92	Cc1ccc2cc3cc(C(=O)N(C)c4ccccc4C)oc3nc2c1	1%	2%
93	CCC(=O)N1CCc2cc(Br)cc(S(=O)(=O)N3CCN(c4ccccc4OC)CC3)c21	6%	2%
94	CN(Cc1ccccc1)C(=O)CCS(=O)(=O)c1cc(Br)cc2c1N(C(=O)C1CC1)CC2	-20%	-6%
95	CC(C)Cc1ccc(S(=O)(=O)N2CCN(Cc3noc(CCC(=O)N4CCCCC4)n3)CC2)cc1	-9%	1%
